MT1-MMP act inh = blocks activation of human MT1-MMP. hit rate 0.061% among 360,000. GFP/RFP ratio change, % at 20 µM. HT1080 RFP-PRO-GFP cells, GFP/RFP ratio fluorescence, overnight; percent of plate control window, DMSO zero;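 active = GFP/RFP ratio change of at least 30% with cell ATP level not reduced by more than half and red fluorescence within 50% of control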; also: strong numbers were not always called active
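Assay system – RFP-PRO-GFP reporter HT1080 cells · Compound dosing – single dose of 20 µM compound, 1% DMSO final · Incubation – overnight compound exposure at 37 °C · Measure – GFP/RFP fluorescence ratio · Benchmarks – DMSO wells and RFP-L50D-GFP cells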
FAS-TE inh = inhibitors of human fatty acid synthase thioesterase domain | inhibition, % at 15 µM | AID 602261 | hit rate 0.67% among 360,000 | recombinant FAS-TE, OMFH fluorogenic substrate, fluorescence endpoint;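 active = compounds whose normalised, plate-corrected inhibition of enzyme fluorescence in the single-dose primary screen is 50% or more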;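 also: 0% = DMSO with enzyme and 100% = substrate without enzyme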
MsrA inhibitor = inhibitors of bovine MsrA; purified bovine MsrA, absorbance read-out; inhibition, % at 15.5 µM; hit rate 0.75% among 360,000; AID 651718; in the data active = inhibition above about 4.5%;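 also: 0% = vehicle wells with enzyme and 100% = reference inhibitor wells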
eLon inh = E. coli protease La inhibition | purified E. coli Lon protease, fluorescence polarization | inhibition, % at 7.94 µM | hit rate 0.42% among 360,000 | AID 602123; in the data active = inhibition above about 13%, passing the limit was not always enough;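 also: 0% = enzyme with probe and DMSO and 100% = no enzyme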
MsrA act = bovine methionine sulfoxide reductase A activation | purified bovine MsrA, absorbance read-out | activation, % at 10.6 µM | hit rate 0.3% among 360,000 | AID 602163; in the data active = activation above about 7.5%;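 also: 0% = vehicle and 100% = reference activator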
Neddylation inh = blocks human cullin neddylation; calls only at 25 µM; P61081+Q13564; hit rate 0.58% among 360,000; TR-FRET cullin neddylation, biochemical; AID 651699; in the data active = inhibition above about 36%
Target sequence (P61081 whole entry, looked up): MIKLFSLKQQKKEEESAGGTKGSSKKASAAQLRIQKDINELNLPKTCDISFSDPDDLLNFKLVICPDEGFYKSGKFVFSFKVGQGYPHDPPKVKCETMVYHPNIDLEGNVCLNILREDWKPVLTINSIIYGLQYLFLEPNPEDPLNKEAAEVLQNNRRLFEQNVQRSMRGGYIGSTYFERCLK
Target sequence (Q13564 whole entry, looked up): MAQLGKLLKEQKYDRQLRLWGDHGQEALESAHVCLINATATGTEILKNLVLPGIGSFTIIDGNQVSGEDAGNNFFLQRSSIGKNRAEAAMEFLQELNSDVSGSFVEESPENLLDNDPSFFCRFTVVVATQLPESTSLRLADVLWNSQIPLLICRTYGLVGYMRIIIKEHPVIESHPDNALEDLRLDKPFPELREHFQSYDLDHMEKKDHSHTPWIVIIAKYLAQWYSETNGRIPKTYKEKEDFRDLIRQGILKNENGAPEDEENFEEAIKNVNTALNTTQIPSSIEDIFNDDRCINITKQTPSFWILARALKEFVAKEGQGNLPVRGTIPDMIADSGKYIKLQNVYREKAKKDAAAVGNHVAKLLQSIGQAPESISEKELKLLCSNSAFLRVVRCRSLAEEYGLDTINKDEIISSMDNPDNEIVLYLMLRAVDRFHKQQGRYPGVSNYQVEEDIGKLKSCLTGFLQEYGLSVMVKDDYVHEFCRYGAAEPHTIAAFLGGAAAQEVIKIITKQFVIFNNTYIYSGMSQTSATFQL
SKN-1 block = C. elegans SKN-1 inhibition | AID 624304 | C. elegans VP596 Pgst-4::GFP/RFP ratio, acrylamide-induced, 24 h | hit rate 0.49% among 360,000 | inhibition, % at 21.8 µM;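 active = interference check ratio from 0.5 to 1.5 plus GFP to RFP signal ratio inhibition reaching or exceeding a fixed threshold, cut at about 30% in these data, passing the limit was not always enough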; also: some compounds called inactive have numbers as strong as hits
Rin1 Abl inh = inhibitors of human Rin1-Abl protein interaction. P00519+Q13671. inhibition, % at 7.35 µM. hit rate 0.4% among 360,000. TR-FRET Rin1/Abl binding, biochemical. AID 588664; in the data active = inhibition above about 5%, passing the limit was not always enough
CendR NRP1 mod = alters CendR peptide binding to human NRP-1; AID 602438; hit rate 0.85% among 360,000; O14786; inhibition, % at 25 µM; FAM-RPARPAR peptide binding to NRP-1, fluorescence polarization;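 active = inhibition or corrected inhibition above about 18%, plus a signal ratio from 0.5 to 1.5, limit read from the data, passing the limit was not always enough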; also: strong numbers were not always called active
The depositor's hits bear a star; i = inactive; nt = not tested or not shown. Rows are unselected; any-hit rate near 4.2%.

SMILES	MT1-MMP act inh	FAS-TE inh	MsrA inhibitor	eLon inh	MsrA act	Neddylation inh	SKN-1 block	Rin1 Abl inh	CendR NRP1 mod
Cc1nnc(NC(=O)C2COc3ccccc3O2)s1 (centres undefined)	5.8	-10.0	0.0	-4.6	-2.0	i	-10.3	0.5	1.4
O=C(Nc1ccncc1)C1CCN(S(=O)(=O)c2cccc(C(F)(F)F)c2)CC1	2.5	-4.5	-0.4	-3.5	4.7	i	-6.4	1.5	-7.5
Cc1cccc(NC(=O)COc2ccc(/C=N\n3cnnc3)cc2)c1	2.8	-19.6	0.5	-6.0	-4.0	i	8.0	-1.5	0.2
COc1ccc(S(=O)(=O)N2CCC(C(=O)NCCC(=O)NCc3ccccn3)CC2)cc1	-2.6	-9.7	-0.1	-4.8	-2.3	i	13.5	-4.7	12.5
COc1cccc(OC)c1OCCCCN1CCC(Cc2ccccc2)CC1	2.1	-2.8	-0.6	-2.0	-0.3	i	1.7	-4.3	-4.8
Cc1ccc(NC(=S)Nc2cccc3cnccc23)c(C)c1	0.8	-2.8	-0.5	2.7	1.4	i	22.2	0.0	11.8
O=C(NCCN1CCOCC1)c1ccc(CSCc2cccc(Cl)c2)o1	2.2	-3.9	-0.4	-4.5	0.4	i	0.8	3.8	4.4
CN(C)c1ccc(C(=O)N2CCN(c3cc(C(F)(F)F)nc4ccccc34)CC2)cc1	1.8	26.6	1.0	8.4	-1.1	i	20.1	0.0	2.0
O=C(c1ccco1)N1CCN(C(c2ccccc2Cl)c2nnnn2Cc2ccco2)CC1 (centres undefined)	-9.1	-0.5	-0.5	-12.7	-3.4	i	3.7	1.5	6.2
CCC(C)NC(=O)CN(c1ccc(OC)cc1)S(=O)(=O)c1ccc(NC(C)=O)cc1 (centres undefined)	-2.8	-4.0	1.2	-2.3	-7.2	i	-3.7	2.9	5.5
COc1cc(C)nc(NS(=O)(=O)c2ccccc2)n1	0.0	-9.2	-0.5	-1.0	-1.1	i	-2.8	-0.5	13.5
O=C(COc1ccc(Cc2ccccc2)cc1)c1ccc(F)cc1	1.8	24.3	0.9	-5.4	-2.8	i	5.5	-1.1	2.4
COc1cc(/C=N/NC(=O)/C(=C\c2ccc([N+](=O)[O-])cc2)NC(=O)c2ccccc2)cc(OC)c1O	-0.4	49.8	3.8	7.6	-7.1	i	5.2	0.7	5.6
Cc1nc(C(F)(F)F)ccc1C(=O)N1CCC1(C)C(=O)NS(=O)(=O)c1cccc(F)c1 (centres undefined)	3.0	-4.9	-1.0	1.3	3.4	i	5.7	3.4	8.7
O=C(C[n+]1cccc(CNC(=O)c2ccc(OC(F)F)cc2)c1)Nc1ccc(F)cc1	0.1	-6.0	0.1	-14.8	-1.9	i	14.8	2.0	-1.8

Given in CSV form: entries from further up
compound,MT1-MMP act inh,FAS-TE inh,MsrA inhibitor,eLon inh,MsrA act,Neddylation inh,SKN-1 block,Rin1 Abl inh,CendR NRP1 mod
Cc1cccc(NC(=O)COc2ccc(/C=N\n3cnnc3)cc2)c1,2.8,-19.6,0.5,-6.0,-4.0,i,8.0,-1.5,0.2
COc1cccc(OC)c1OCCCCN1CCC(Cc2ccccc2)CC1,2.1,-2.8,-0.6,-2.0,-0.3,i,1.7,-4.3,-4.8
O=C(Nc1ccncc1)C1CCN(S(=O)(=O)c2cccc(C(F)(F)F)c2)CC1,2.5,-4.5,-0.4,-3.5,4.7,i,-6.4,1.5,-7.5

Record cards (already shown). Order of screens: MT1-MMP act inh, FAS-TE inh, MsrA inhibitor, eLon inh, MsrA act, Neddylation inh, SKN-1 block, Rin1 Abl inh, CendR NRP1 mod
`Cc1ccc(NC(=S)Nc2cccc3cnccc23)c(C)c1` is listed with 0.8, -2.8, -0.5, 2.7, 1.4, i, 22.2, 0.0, 11.8
`O=C(Nc1ccncc1)C1CCN(S(=O)(=O)c2cccc(C(F)(F)F)c2)CC1` is listed with 2.5, -4.5, -0.4, -3.5, 4.7, i, -6.4, 1.5, -7.5
`O=C(NCCN1CCOCC1)c1ccc(CSCc2cccc(Cl)c2)o1` is listed with 2.2, -3.9, -0.4, -4.5, 0.4, i, 0.8, 3.8, 4.4
`CCC(C)NC(=O)CN(c1ccc(OC)cc1)S(=O)(=O)c1ccc(NC(C)=O)cc1` (centres undefined) is listed with -2.8, -4.0, 1.2, -2.3, -7.2, i, -3.7, 2.9, 5.5
`O=C(C[n+]1cccc(CNC(=O)c2ccc(OC(F)F)cc2)c1)Nc1ccc(F)cc1` is listed with 0.1, -6.0, 0.1, -14.8, -1.9, i, 14.8, 2.0, -1.8

Next part.
SMILES	MT1-MMP act inh	FAS-TE inh	MsrA inhibitor	eLon inh	MsrA act	Neddylation inh	SKN-1 block	Rin1 Abl inh	CendR NRP1 mod
Cc1ccc(NC(=O)Cn2sc3nc(C)cc(C)c3c2=O)c(Cl)c1	-2.3	-7.1	1.7	0.3	-5.8	i	-16.7	-1.0	-21.0
COc1ccccc1NC(=O)NCCc1c[nH]c2ccccc12	-7.2	-0.2	-0.7	-4.3	-2.2	i	-3.0	-2.1	5.9
CCN1C(=O)[C@H]2[C@@H](c3ccc(-c4cc(C(C)=O)cs4)cc3)N3CCC[C@@]3(C(=O)OC)[C@H]2C1=O	0.1	18.6	2.0	9.4	-3.0	i	12.9	1.1	8.1
C/C(CC(=O)Nc1ccc(C)c(Cl)c1)=N\NC(=O)Cc1ccccc1	0.1	-1.7	0.5	-6.4	-10.0	i	-2.9	-4.1	-26.3
COC(=O)NCc1cc2cc(Cl)ccc2[nH]1	1.9	-5.2	1.2	1.4	-0.4	i	-0.8	0.2	10.7
COc1ccc(CC(=O)NC(C)c2ccc3ccccc3c2)cc1 (centres undefined)	-1.1	4.7	-1.0	-5.2	-4.0	i	-7.9	-0.2	1.1
CC/C(=N\NC(=O)c1cc(C)oc1C)c1ccc(OC(F)F)cc1	7.4	-1.9	0.4	4.7	-5.7	i	-3.7	1.3	-3.4
c1ccc2c(c1)ncn2CCC1CCCCC1	-7.1	1.9	-0.3	-2.6	-1.3	i	14.2	-5.5	9.9
Cc1cc(=O)[nH]c(Nc2cccc(Br)c2)n1	-6.2	-2.4	0.7	-9.0	-4.6	i	5.1	-2.4	11.9
CCOc1ccc(NC(=O)c2nccnc2CO)cc1	-0.1	-8.6	1.2	2.4	-2.9	i	8.5	0.4	-2.5
CC(=O)NS(=O)(=O)c1ccc2c(c1)C(=O)c1cc(S(=O)(=O)NC(C)=O)ccc1-2	-0.3	-4.1	-1.4	5.0	-0.1	i	10.2	-0.2	11.3
O=C(NCCCN1CCN(Cc2ccccc2)CC1)C1CCN(S(=O)(=O)N2CCCC2)CC1	-7.8	-7.7	-0.1	1.6	-13.2	i	-12.2	1.6	-2.5
CCCN1C(=O)c2cc(C(=O)NCc3ccc(OC)cc3)ccc2C1O (centres undefined)	-0.1	-6.5	-1.6	8.1	-2.3	i	-20.5	0.8	1.9
CC(OC(=O)c1ccccc1C(=O)O)c1ccccc1 (centres undefined)	1.4	-1.5	-1.0	-9.8	-1.6	i	10.7	-1.7	3.8
O=C(Nc1cccc(C(F)(F)F)c1)c1cc(-c2ccc(F)cc2)on1	3.0	8.0	-1.5	-6.8	-4.1	i	7.9	-3.8	9.2
CN(Cc1nc(Cc2ccccc2F)no1)CC1(N2CCOCC2)CCCCC1	-0.3	13.2	-0.9	7.7	-0.6	i	-0.1	-1.1	-1.5
COCCN(CC(=O)Nc1cccc(C)c1C)C(=O)C1CCN(S(=O)(=O)c2ccccc2)CC1	-0.6	-0.5	1.4	2.3	-5.8	i	13.6	0.2	10.1
O=c1c2ccccc2nnn1CSc1ccc2c(c1)OCCO2	-1.1	10.2	-0.6	-3.4	-2.2	i	-10.8	-1.5	9.0
Cc1cccc(NS(=O)(=O)c2c(C)[nH]c(C)c2C(=O)N2CCCC2)c1	1.6	-7.2	0.9	3.7	-4.4	i	-6.6	-0.6	-6.7
COc1ccc(OC)c(NC(=S)N(CCc2c(C)[nH]c3ccc(C)cc23)Cc2cccs2)c1	2.2	35.8	-0.6	-3.7	0.1	i	1.3	1.6	-12.2
Nc1ccccc1C=C1Cc2ccccc2C1=O	-4.5	-5.2	2.9	-92.0	-2.9	i	7.9	-4.1	-28.1
O=c1[nH]cnc2c1ncn2[C@@H]1O[C@H](COS(=O)(=O)O)[C@@H](O)[C@H]1O	-0.6	-3.8	-1.2	-6.5	-1.9	i	-2.2	2.6	13.3
O=C(CCSCCc1ccccn1)Nc1nccs1	-2.2	-5.5	0.7	-1.8	-0.4	i	-0.2	-0.8	-9.1
C/C(=N\NC(=O)c1cccnc1)c1ccc(OC2OCCOC2Oc2ccc(/C(C)=N/NC(=O)c3cccnc3)cc2)cc1 (centres undefined)	2.0	-0.6	0.7	-0.1	-6.3	i	6.5	4.3	-0.8
COc1cccc(C2=NOC(C(=O)NCc3ccc(F)cc3)C2)c1 (centres undefined)	4.9	-1.2	-0.6	-0.5	-2.9	i	3.0	2.8	-4.5
O=C(NNC(=O)c1cccc2ccccc12)c1ccc(Cl)c(Cl)c1	4.4	7.8	0.1	11.1	-2.1	i	20.1	-2.6	-18.3
COc1ccc(-c2sc3ccccc3c2C#CCCO)cc1	0.0	20.7	0.0	1.6	-1.8	i	21.5	1.5	2.6
CCOCCCNC(=O)c1cc2c(=O)[nH]c3ccccc3c2s1	5.2	-1.4	2.9	2.0	-2.2	nt	17.1	-0.8	3.2
CC(C)NC(=O)c1ccc(CN2CCC(Cc3ccccc3)CC2)cc1	4.1	-4.9	-0.9	-0.1	-0.1	i	4.3	2.6	-0.6
CCc1c(C)nc(SCC(=O)NNC(=O)c2ccco2)[nH]c1=O	-0.2	-10.6	-0.6	0.6	-3.1	i	-4.0	4.1	0.7
O=C1CS/C(=N\c2ccccn2)N1C1CCCCC1	-0.3	-2.7	-0.7	3.5	4.7	i	8.1	0.2	3.7
CN1C2CCC1/C(=C\c1ccccc1F)C(=O)/C2=C/c1ccccc1F	10.1	-15.7	0.4	7.9	-7.8	nt	3.6	-0.3	3.1
Cc1csc(NC(=O)c2ccoc2C)n1	-9.4	-4.2	0.2	-0.3	-2.2	i	5.2	4.6	-12.5
COc1ccc(C(=O)Nc2c(Cl)cc(Cl)cc2C(=O)N2CCC(C)CC2)cc1	-4.1	-0.6	1.1	19.3	-2.6	i	11.9	-3.4	-10.6
O=C(C(Cl)Cl)N1CCN(c2ccccn2)CC1	3.1	-7.8	-0.8	-3.9	-3.4	i	-0.5	-4.3	-5.7

Compound activity as filed in PubChem BioAssay.
